Screens as filed in PubChem BioAssay.
NR1D1 modulator: modulators of human Rev-erb alpha DNA binding; P20393; Rev-erbα–FITC-DNA binding, fluorescence polarization, 90 min; activity, % at 10 µM; 370,000 compounds, 0.79% hits;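 active = activity above about 14%, limit read from the data; passing the limit was not always enough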;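 also: 0% = DMSO wells with 35 nM protein and 100% = DMSO wells with 750 nM protein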
LEDGF integ inh: blocks HIV-1 LEDGF/p75-dependent DNA integration; inhibition, % at 3.7 µM; TR-FRET IN-LEDGF/p75 DNA integration, Eu/Cy5; AID 743269; 370,000 compounds, 0.64% hits;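 active = inhibition above the screen-wide mean plus 3 SD, cut at about 13% in these data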;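 also: signal is the Cy5 over europium emission ratio at 671 and 618 nm; 0% = plate median of compound wells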
HTRA1 inhibitor: HTRA1 (human) protease inhibition. recombinant HTRA1, FP-rhodamine activity-based probe, fluorescence polarization. inhibition, % at 5.96 µM. 340,000 compounds, 0.5% hits; in the data active = inhibition above about 36%;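 also: 0% = enzyme with DMSO and 100% = wells lacking enzyme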
TCR CD3 inh: inhibitors of human TCR-CD3 interaction | TAMRA-labeled TCR probe fluorescence, biochemical | AID 651800 | inhibition, % at 9.4 µM | 360,000 compounds, 0.37% hits; in the data active = inhibition above about 19%;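 also: recombinant mutant TCR 2C K166C tagged with TAMRA read by polarization; 0% = receptor in buffer alone and 100% = receptor with positive control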
SIAE primary: blocks human sialic acid acetylesterase; Q9HAT2; SIAE FP-Rh probe binding, fluorescence polarization; inhibition, % at 9.66 µM; 370,000 compounds, 0.69% hits; AID 1053197;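 active = inhibition above a cutoff: mean of compounds within the control limits plus 3 SD of those, cut at about 17% in these data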;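 also: 0% = plate median of compound wells and 100% = probe without SIAE protein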
PG9 binder: PG9 antibody binding by small molecule | TR-FRET gp120-PG9 antibody binding | AID 624416 | inhibition, % at 6.7 µM | 360,000 compounds, 0.43% hits; in the data active = inhibition above about 8.5%
ABHD4 inh: ABHD4 (mouse) inhibition, primary FP screen; 370,000 compounds, 0.54% hits; inhibition, % at 8.92 µM; purified mABHD4, FP-Rh probe fluorescence polarization;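 active = inhibition exceeding the mean over every tested compound plus 3 SD, cut at about 30% in these data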;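 also: 0% = plate median of compound wells and 100% = S159A mutant with DMSO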
Target sequence (Q8VD66 whole entry, looked up): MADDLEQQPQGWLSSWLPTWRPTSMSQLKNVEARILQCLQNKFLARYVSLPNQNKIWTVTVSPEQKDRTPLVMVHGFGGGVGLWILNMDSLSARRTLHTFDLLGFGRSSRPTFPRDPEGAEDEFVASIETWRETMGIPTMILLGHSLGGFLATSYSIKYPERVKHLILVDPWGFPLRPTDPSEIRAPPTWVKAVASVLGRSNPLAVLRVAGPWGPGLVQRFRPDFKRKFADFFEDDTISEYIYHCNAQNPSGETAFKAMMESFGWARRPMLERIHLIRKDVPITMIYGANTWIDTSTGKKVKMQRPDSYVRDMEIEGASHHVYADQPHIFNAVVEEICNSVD
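Assay system: mouse ABHD4 enzyme, wild type / Also added: fluorescent activity-based probe FP-Rh / Doses: single nominal dose of 8.92 µM, 0.89% DMSO final / Timing: 45 min compound pre-incubation plus 60 min probe step, 25 °C / Signal: FP readout, ex 525 nm / em 598 nm / Control set: S159A mutant/DMSO as 100%, compound-well median as 0%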
PRMT1 inh: blocks human protein arginine methyltransferase 1 | Q99873 | recombinant PRMT1, activity-based probe fluorescence polarization | inhibition, % at 2.79 µM | 370,000 compounds, 1.3% hits | AID 652257;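 active = inhibition above about 21% made by adding two undisclosed values, limit read from the data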
rCAG RNA binder: molecules binding r(CAG) RNA repeats | inhibition, % at 3 µM | 370,000 compounds, 1.3% hits | r(CAG) RNA repeat, TO-PRO-1 dye displacement fluorescence;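 active = inhibition above the plate cutoff, the mean of all test compounds on that plate plus 3 SD, cut at about 35% in these data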;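 also: 0% = DMSO alone and 100% = 100 µM mitoxantrone as full dye displacement; higher means more dye released from RNA so lower well fluorescence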
TDP2 absorb: TDP2 (human) inhibition, absorbance primary screen; recombinant TDP2, T5PNP hydrolysis, p-nitrophenol absorbance 415 nm; inhibition, % at 12.8 µM; 370,000 compounds, 0.34% hits;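 active = inhibition above the mean of all tested compounds plus 3 SD, set per campaign, cut at about 25% in these data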;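 also: 0% = DMSO with enzyme and 100% = buffer with substrate but no TDP2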
Target sequence (O95551 whole entry, looked up): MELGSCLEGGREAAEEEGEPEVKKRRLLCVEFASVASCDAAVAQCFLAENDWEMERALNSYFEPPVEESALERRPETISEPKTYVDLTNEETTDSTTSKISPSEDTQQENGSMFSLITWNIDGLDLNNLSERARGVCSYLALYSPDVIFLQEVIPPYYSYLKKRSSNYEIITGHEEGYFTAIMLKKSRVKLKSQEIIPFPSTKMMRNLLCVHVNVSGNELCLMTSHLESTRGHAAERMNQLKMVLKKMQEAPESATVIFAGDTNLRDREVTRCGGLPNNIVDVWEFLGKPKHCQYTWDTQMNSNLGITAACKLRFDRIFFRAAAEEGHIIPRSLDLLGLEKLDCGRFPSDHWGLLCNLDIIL
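Assay system: recombinant human TDP2 / Reagent: T5PNP substrate at 5 mM, a TopII-DNA adduct mimic / Measured by: epi absorbance from released p-nitrophenol / Evaluation: % inhibition relative to enzyme-containing and enzyme-free wells / Control set: enzyme-free and DMSO wells / Replicates: each compound tested once, singlicate / Schedule: enzyme reaction with compound for 2 h at 37 °C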
* marks the source's active call; other numbers are inactive results; nt = not tested or not shown. The list is partial; the hit share may differ from the screen's.

Labels used below – A = NR1D1 modulator; B = LEDGF integ inh; C = HTRA1 inhibitor; D = TCR CD3 inh; E = SIAE primary; F = PG9 binder; G = ABHD4 inh; H = PRMT1 inh; I = rCAG RNA binder; J = TDP2 absorb
1) CCOc1ccc(-c2cc(N3C(=O)Nc4ccccc4N3O)n[nH]2)cc1
  A: 3; B: -2; C: -5; D: 1; E: 3; F: 0.3; G: 6; H: 1; I: 5; J: -5
2) COC(=O)C[C@H]1C[C@H]2c3cc(NC(=O)CC4CC4)ccc3O[C@H]2[C@H](CO)O1
  A: -3; B: -2; C: 1; D: 0; E: 0; F: -1.1; G: -2; H: 0; I: 0; J: 0
3) CC(C)N(C)CCOC(=O)/C=C/c1ccccc1
  A: -8; B: 2; C: -6; D: -1; E: 1; F: -2.3; G: -2; H: 1; I: -1; J: 9
4) Cn1cccc1C(=O)OCC(=O)Nc1ccc2[nH]c(=O)[nH]c2c1
  A: 3; B: -3; C: 6; D: 4; E: 7; F: -2.6; G: 4; H: 0; I: 2; J: 0
5) CCOc1cc(N2CCOCC2)c(OCC)cc1NC(=O)CSc1nnc(N)s1
  A: 2; B: -4; C: 3; D: 4; E: 3; F: -0.3; G: 2; H: 6; I: 4; J: 4
6) CC(C)NC(=O)C1CCCN(c2nnc(-n3cccc3)s2)C1 (configuration not stated)
  A: -2; B: -1; C: -2; D: -5; E: 1; F: 2.6; G: -7; H: -1; I: 1; J: -2
7) CC(Sc1nnc(Cn2c(=O)sc3ccccc32)n1C)c1ccccc1 (configuration not stated)
  A: -4; B: -2; C: -2; D: 0; E: 1; F: 0.0; G: -1; H: -3; I: -1; J: 2
8) O=C1CCNc2ccc(-c3ccccc3)cc21
  A: 0; B: -2; C: -7; D: 0; E: -3; F: -0.4; G: 11; H: 75*; I: -43; J: 1
9) C/C(CC(=O)Nc1ccc2c(c1)OCCO2)=N\NC(=O)c1ccccn1
  A: -4; B: -7; C: 6; D: -1; E: 12; F: -0.7; G: 5; H: -1; I: 1; J: -7
10) N#C/C(=C\c1ccc2c(c1)OCCO2)C(=O)Nc1nccs1
  A: 5; B: 1; C: -4; D: -4; E: 2; F: 0.9; G: -2; H: 2; I: 7; J: 4
11) COc1ccc(C(=O)N2CCCC(C(=O)N3CCN(c4ccccc4)CC3)C2)cc1 (configuration not stated)
  A: -1; B: 3; C: 0; D: 3; E: -4; F: -1.7; G: 29; H: 0; I: -8; J: -13
12) O=C(NCCO)c1cccc(-c2ccc3nncn3c2)c1
  A: 1; B: -2; C: nt; D: -5; E: 0; F: -2.5; G: 0; H: 7; I: 0; J: -6
13) Cc1cc(C)cc(N(CC(=O)NC2CCCC2)C(=O)CCC(=O)Nc2nc(C)cs2)c1
  A: -1; B: 3; C: 1; D: -7; E: -4; F: -1.6; G: -2; H: -5; I: -4; J: -6
14) COCOCCn1cc(CN2CCS(=O)(=O)N(Cc3ccc(-c4ccc(Cl)cc4)cc3)C(CC(C)C)C2=O)nn1 (configuration not stated)
  A: 0; B: 0; C: -16; D: -4; E: -5; F: -2.5; G: -13; H: -4; I: 7; J: -1
15) COc1cccc(-c2ccc(NC(=O)C3CCCN(Cc4cc(C)[nH]n4)C3)cc2)c1 (configuration not stated)
  A: 3; B: 3; C: -11; D: 6; E: -8; F: -0.8; G: -6; H: -2; I: -4; J: 6
16) COc1ccc(C2=NOC(C(=O)Nc3ccc4c(c3)OCO4)C2)cc1 (configuration not stated)
  A: -2; B: 3; C: 2; D: -12; E: -1; F: -3.9; G: -2; H: 0; I: 9; J: -25
17) CC(C)(C)c1ccc2c(c1)N(CC(=O)N1CCOCC1)C(=O)CO2
  A: 0; B: -1; C: 7; D: 2; E: 1; F: -1.4; G: -2; H: -3; I: -2; J: 2
18) CCOc1ccc(OCCCC(=O)NCCOc2ccccc2OC)cc1
  A: 1; B: 1; C: 1; D: 14; E: 2; F: -0.8; G: -5; H: -1; I: -2; J: 14
19) Oc1ccc(/C=N/N2CCCCC2)c(O)c1O
  A: -4; B: 28*; C: 38*; D: 7; E: 6; F: -3.0; G: 31*; H: 23*; I: 15; J: -11
20) O=C1CCCC(O)=C1N=Nc1ccc(S(=O)(=O)N2CCOCC2)cc1
  A: 4; B: 0; C: 8; D: 12; E: 32*; F: -1.7; G: 13; H: 0; I: 7; J: -20
21) CC(=O)c1sc(NC(=O)C2CSC3(C)CCC(=O)N23)nc1-c1ccccc1 (configuration not stated)
  A: 1; B: -2; C: 1; D: -5; E: -6; F: 1.2; G: -5; H: 6; I: -2; J: -13
22) Cn1c(=O)c2c(nc(Cl)n2Cc2ccncc2)n(C)c1=O
  A: -2; B: 1; C: -3; D: -1; E: 3; F: -0.5; G: -2; H: -2; I: 0; J: 2
23) COc1ccccc1CNC(=O)CC1Sc2ccccc2NC1=O (configuration not stated)
  A: 4; B: 1; C: 0; D: -2; E: 2; F: -2.1; G: 6; H: -3; I: -3; J: 8
24) Cc1ccc2c(c1)nnn2C1CCN(C(=O)c2ccccc2F)CC1
  A: -1; B: -16; C: -7; D: 3; E: 3; F: 0.2; G: 2; H: -2; I: -1; J: -3
25) COCCN1C(=O)c2ccccc2C(C(=O)NCCCN2CCCC2=O)C1c1c[nH]c2ccccc12 (configuration not stated)
  A: 6; B: -2; C: 3; D: 1; E: -1; F: -3.3; G: -4; H: -1; I: -8; J: -4

In the list so far, two contain an aryl thioether with sulfur outside any ring:
Labels used below – A = NR1D1 modulator; B = LEDGF integ inh; C = HTRA1 inhibitor; D = TCR CD3 inh; E = SIAE primary; F = PG9 binder; G = ABHD4 inh; H = PRMT1 inh; I = rCAG RNA binder; J = TDP2 absorb
5) CCOc1cc(N2CCOCC2)c(OCC)cc1NC(=O)CSc1nnc(N)s1
  A: 2; B: -4; C: 3; D: 4; E: 3; F: -0.3; G: 2; H: 6; I: 4; J: 4
7) CC(Sc1nnc(Cn2c(=O)sc3ccccc32)n1C)c1ccccc1 (configuration not stated)
  A: -4; B: -2; C: -2; D: 0; E: 1; F: 0.0; G: -1; H: -3; I: -1; J: 2

(continued)
Labels used below – A = NR1D1 modulator; B = LEDGF integ inh; C = HTRA1 inhibitor; D = TCR CD3 inh; E = SIAE primary; F = PG9 binder; G = ABHD4 inh; H = PRMT1 inh; I = rCAG RNA binder; J = TDP2 absorb
26) O=C(COC(=O)c1c2c(nc3ccccc13)/C(=C\c1ccco1)CC2)NC1CCCC1
  A: -28; B: 28*; C: 58*; D: 16; E: 23*; F: -1.8; G: 63*; H: 28*; I: 60*; J: -1
27) Cc1ccc(CN2C(=O)C(C)Oc3ccccc32)cc1 (configuration not stated)
  A: -3; B: 3; C: -2; D: -1; E: 1; F: 0.0; G: -7; H: -4; I: -2; J: -8
28) COCC(N)(c1ccccc1)c1nc2ccccc2n1C (configuration not stated)
  A: 0; B: 1; C: 7; D: 7; E: 5; F: 0.0; G: 1; H: 0; I: 1; J: 8
29) O=C(Cc1ccccc1[N+](=O)[O-])NC1CC2CCC1C2 (configuration not stated)
  A: 1; B: -3; C: 6; D: -3; E: 5; F: 3.1; G: 0; H: 2; I: -5; J: -12
30) Cc1ccc(OCC(=O)N2CCN(C(=O)c3ccco3)CC2)cc1
  A: 1; B: -2; C: 6; D: 0; E: -4; F: 1.1; G: -1; H: -4; I: -3; J: -10
31) O=c1cnnc(Nc2cccc(C(F)(F)F)c2)[nH]1
  A: -3; B: -4; C: -3; D: -1; E: -1; F: -0.3; G: 5; H: 2; I: -2; J: -2
32) CCOC(=O)c1sc(CS(=O)(=O)c2ccc(Cl)cc2)nc1C
  A: 2; B: -1; C: 2; D: -2; E: 12; F: -1.6; G: 0; H: 0; I: -3; J: 17
33) CC1=C(/C=C/C(C)=N\NC(=O)c2ccncc2)C(C)(C)CCC1
  A: 0; B: 0; C: 4; D: 0; E: 2; F: 0.9; G: 3; H: -1; I: 3; J: 18
34) COc1ccccc1-c1sc2ccccc2c1-c1ccc2c(c1)OCCO2
  A: 5; B: -2; C: -21; D: -6; E: 4; F: 2.6; G: -11; H: -2; I: 7; J: 0
35) CCN(CC)S(=O)(=O)c1ccc(NC(=S)Nc2ccc(F)cc2)cc1
  A: 1; B: 0; C: -5; D: -9; E: 1; F: 0.0; G: 1; H: 3; I: 5; J: 16
36) CC[C@H](NC(=O)/C=C/[C@H]1O[C@@H](n2cc(C)c(=O)[nH]c2=O)C[C@@H]1O)c1ccccc1
  A: 5; B: 1; C: nt; D: 1; E: -1; F: -0.9; G: 3; H: -2; I: 2; J: -6
37) Cc1cc(Cl)ccc1OCc1nnc2n1CCCCC2
  A: 3; B: 1; C: 4; D: -1; E: -1; F: -1.6; G: 3; H: -2; I: -6; J: 5
38) Cc1noc(/C=C/N(C)C)c1S(=O)(=O)N1CCCC(C(=O)NC2CCCCC2C)C1 (configuration not stated)
  A: 7; B: 9; C: -44; D: -5; E: 0; F: -0.4; G: -9; H: -4; I: 18; J: -2
39) O=c1[nH]cccc1-c1nc2ccccc2n1Cc1cccc(Cl)c1
  A: -2; B: -3; C: -2; D: 7; E: 9; F: -1.4; G: -2; H: -1; I: -2; J: 4
40) CCN(CC)c1ccc(CNc2nc3ccccc3n2CC)cc1
  A: 4; B: -2; C: 4; D: 4; E: 2; F: -0.6; G: 2; H: -1; I: -7; J: -11
41) COc1cccc(-c2cc(=O)[nH][nH]2)c1
  A: 5; B: 21*; C: 2; D: -1; E: 10; F: -4.0; G: 3; H: 5; I: 1; J: 77*
42) CC(Nc1nc(-c2ccc(F)cc2)cs1)c1nc2cc(Cl)c(N3CCCCC3)cc2n1CCOCCO (configuration not stated)
  A: -1; B: -2; C: -8; D: 5; E: 5; F: -0.2; G: -16; H: 0; I: 10; J: -11
43) CC(C)C(=O)N(Cc1ccccc1)S(=O)(=O)c1ccc2c(c1)oc(=O)n2C
  A: 0; B: 0; C: -6; D: 7; E: -4; F: 0.9; G: 4; H: 2; I: 0; J: 3
44) COC(=O)Cc1ccc(NC(=S)NCCC(C)C)cc1
  A: 0; B: 1; C: 0; D: 2; E: 10; F: 0.5; G: -9; H: -3; I: -2; J: 2
45) COCCCn1c2nc3ccccc3nc2c2c(=O)n(Cc3ccc(Cl)cc3)cnc21
  A: 5; B: -2; C: 0; D: 1; E: -3; F: -2.0; G: 2; H: -1; I: -2; J: 7
46) O=C(NCCCN1CCOCC1)C(=O)NCC1OCCCN1S(=O)(=O)c1cc(F)ccc1F (configuration not stated)
  A: -1; B: -4; C: 6; D: -2; E: -7; F: 1.7; G: -7; H: 2; I: -5; J: 0
